H1N1 NS1A inhibition: H1N1 influenza NS1A inhibitors, functional cell based assay (AID 504329). inhibition, % at 12.5 µM, or IC50 in µM where a hit was titrated. hit rate 0.3% among 340,000. NS1A functional cell-based assay, percent inhibition; higher % means a stronger effect; in the data active = a potency from the dose series; inconclusive = inhibition above about 27% without an active follow-up result; also: strong numbers were not always called active
inhibitors of VEEV: inhibitors of VEEV TC-83 cytopathic effect, confirmation, Vero cells (AID 588727); one-dose inhibition, % at 20 µM; IC50 in µM for titrated hits; Vero cells, VEEV TC-83 cytopathic effect inhibition; higher % means a stronger effect; hit rate 0.13% among 350,000; in the data active = a potency from the dose series; inconclusive = inhibition mostly from about 14% at the one dose, without a potency; inactive = the rest, 99 in 100 with inhibition below about 12%; also: strong numbers were not always called active
H37Rv inhibition: M. tuberculosis growth inhibition, HTS (AID 449762) | M. tuberculosis H37Rv growth inhibition, 7H9 media; higher % means a stronger effect | hit rate 0.59% among 330,000 | inhibition, % at 25 µM, or IC50 in µM where a hit was titrated; in the data active = a potency from the dose series; inconclusive = inhibition above about 70% without an active follow-up result;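 also: bacterial growth assessed after seven days of incubation; strong numbers were not always called active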
tuberculosis growth: growth inhibition of non-replicating M. tuberculosis (AID 488890); Mycobacterium tuberculosis non-replicating, growth inhibition; higher % means a stronger effect; inhibition, % at 25 µM; hits with a dose series show IC50 in µM; hit rate 0.39% among 320,000; in the data active = a potency from the dose series; inconclusive = inhibition mostly from about 82% at the one dose, without a potency; inactive = the rest, 99 in 100 with inhibition below about 76%;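 also: plate controls were DMSO cells for no effect and high antibiotic wells for full effect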
Salmonella PhoP GFP: PhoP regulon inhibitors, Salmonella typhi PhoP promoter GFP reporter, confirmatory (AID 1850); Salmonella Typhi PhoP-promoter GFP reporter, fluorescence, 4 h; higher % means a stronger effect; one-dose inhibition, % at 50 µM; IC50 in µM for titrated hits; hit rate 0.33% among 310,000; in the data active = a potency from the dose series; inconclusive = inhibition mostly from about 25% at the one dose, without a potency; inactive = the rest, 99 in 100 with inhibition below about 19%;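 also: 0% = induced wells with vehicle and 100% = uninduced wells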
inhibitors of VEEV 10K pilot screen: second read-out of inhibitors of VEEV, no call of its own (marks repeat the call); inhibition, %; measured here: 10K pilot screen inhibition
An asterisk follows results filed as active; i = inactive; ? = inconclusive; · = no result given.

A first look (seven entries):
SMILES	H1N1 NS1A inhibition	inhibitors of VEEV	H37Rv inhibition	tuberculosis growth	Salmonella PhoP GFP	others
O=C(CC(c1ccccc1)c1cc(Br)ccc1O)NCc1ccco1 (centres undefined)	6.2%	7.4%	-3.8%	21.8%	-3.1%
O=C(O)CCC(=O)N1CCN(Cc2ccc3c(c2)OCO3)CC1	-17.3%	i	1.5%	-10.7%	3.7%
CC(C(=O)O)c1ccc(C(=O)c2ccccc2)s1 (centres undefined)	-9.5%	1.0%	-1.9%	-14.9%	-9.8%
Cc1ccccc1NC(=O)c1ccccc1NC(=O)CCC(=O)O	0.3%	i	6.2%	-5.5%	3.8%
Cc1ccc(C(O)c2nc3ccccc3n2C)cc1 (centres undefined)	-5.8%	1.1%	6.7%	36.5%	-1.9%
O=C1OCC2=C1C(c1ccc(F)cc1)Sc1ccccc1N2 (centres undefined)	2.1%	0.1%	1.4%	11.5%	1.3%
COc1ccccc1C(=O)NCc1ccc2c(c1)OCO2	0.6%	0.6%	-10.6%	6.5%	-11.9%

Results, previewed entries included:
SMILES	H1N1 NS1A inhibition	inhibitors of VEEV	H37Rv inhibition	tuberculosis growth	Salmonella PhoP GFP	others
O=C(CC(c1ccccc1)c1cc(Br)ccc1O)NCc1ccco1 (centres undefined)	6.2%	7.4%	-3.8%	21.8%	-3.1%
O=C(O)CCC(=O)N1CCN(Cc2ccc3c(c2)OCO3)CC1	-17.3%	i	1.5%	-10.7%	3.7%
CC(C(=O)O)c1ccc(C(=O)c2ccccc2)s1 (centres undefined)	-9.5%	1.0%	-1.9%	-14.9%	-9.8%
Cc1ccccc1NC(=O)c1ccccc1NC(=O)CCC(=O)O	0.3%	i	6.2%	-5.5%	3.8%
Cc1ccc(C(O)c2nc3ccccc3n2C)cc1 (centres undefined)	-5.8%	1.1%	6.7%	36.5%	-1.9%
O=C1OCC2=C1C(c1ccc(F)cc1)Sc1ccccc1N2 (centres undefined)	2.1%	0.1%	1.4%	11.5%	1.3%
COc1ccccc1C(=O)NCc1ccc2c(c1)OCO2	0.6%	0.6%	-10.6%	6.5%	-11.9%
Cc1ccnc(OC(C(=O)O)C(OCc2ccccc2)(c2ccc(F)cc2)c2ccc(F)cc2)n1 (centres undefined)	-9.1%	1.8%	3.0%	12.3%	7.3%
O=C(COC(=O)c1ccccc1Nc1ccccc1)c1ccccc1	-9.4%	13.2%	2.0%	75.7%	-13.0%
NC(=O)Cn1nnc(-c2ccc(NC(=O)c3ccc(F)cc3)cc2)n1	4.8%	0.0%	-1.3%	46.9%	2.0%
CCOCCCNS(=O)(=O)c1ccc(OC)c(Cl)c1Cl	1.7%	5.6%	-0.2%	-9.1%	-4.6%
C=CCn1ccc(=NC=C(C#N)C#N)c2ccccc21	9.8%	1.2%	-0.5%	-0.2%	6.9%
COC(=O)[C@H](CC(C)C)NC(=O)CCc1nnc(COc2ccccc2)o1	-0.5%	1.1%	-5.3%	-7.9%	-9.0%
CC(NC(=O)CN1C(=O)NC(c2ccccc2)(c2ccccc2)C1=O)c1cccs1 (centres undefined)	4.6%	0.3%	-10.7%	15.1%	·
O=C(C1CCCN1S(=O)(=O)c1cccc2cccnc12)N1CCc2ccccc21 (centres undefined)	-1.3%	0.5%	3.5%	·	3.0%
O=C1CCCC(O)=C1C(C#Cc1ccccc1)C1=C(O)CCCC1=O	-1.0%	?	-4.5%	?	3.3%
COc1ccc(/C=C(/C(=O)N2CCCCC2C(=O)O)c2ccc(OC)c(OC)c2)cc1 (centres undefined)	-12.5%	0.3%	1.6%	10.4%	·
Cc1c(Cc2ccccc2)sc(NC(=O)c2ccco2)c1C(N)=O	-4.2%	0.8%	6.2%	4.0%	-7.0%
N#Cc1ccc(Cn2cc(C(=O)c3ccco3)c3ccccc32)cc1	12.1%	7.4%	6.4%	23.7%	-2.4%
NC(=O)COC(=O)c1cccc(NS(=O)(=O)/C=C/c2ccccc2)c1	26.4%	0.4%	1.2%	7.8%	3.5%	inhibitors of VEEV 10K pilot screen=0.2
CCOc1ccc(NC(=O)C2CCN(S(=O)(=O)c3cccnc3)CC2)cc1	-0.4%	0.8%	1.7%	15.8%	10.1%
O=C(CCCc1ccccc1)N1CCc2ccccc21	19.8%	0.7%	3.7%	75.1%	-2.5%
CC1CCC(NC(=O)CN2C(=O)C3CC=CCC3C2=O)CC1 (centres undefined)	-3.8%	0.7%	2.8%	9.7%	·
Cc1[nH]c(=O)[nH]c(=O)c1S(=O)(=O)Nc1ccc(Br)cc1F	-1.5%	0.7%	-0.5%	-3.7%	5.2%
CC(C)Cc1ccc(S(=O)(=O)Nc2ccccn2)cc1	-2.9%	0.5%	-2.9%	26.7%	0.1%
(more compounds)
SMILES	H1N1 NS1A inhibition	inhibitors of VEEV	H37Rv inhibition	tuberculosis growth	Salmonella PhoP GFP	others
Cc1cc(C(=O)NNC(=S)NCc2ccccc2)cs1	4.0%	0.7%	5.6%	-0.9%	19.2%
CN(C(=O)COC(=O)Cc1ccc(Cl)cc1)C1CCCCC1	-11.0%	i	0.7%	40.5%	·
CCC1C/C(=C/c2cccs2)C(=O)/C(=C/c2cccs2)C1 (centres undefined)	6.3%	i	1.6%	34.5%	-2.4%
O=C(CSc1n[nH]c(-c2ccccn2)n1)Nc1ccccc1F	7.23µM*	?	57.7%	4.6%	10.9%
CC1CCCC(C)N1C(=O)Cn1nnc(-c2ccc([N+](=O)[O-])cc2)n1 (centres undefined)	2.6%	6.3%	5.5%	-4.6%	-0.3%
O=C(COc1ccc(Cl)cc1Cl)NC1CCSC1=O (centres undefined)	-6.6%	1.2%	3.0%	14.8%	-10.9%
CCC(=O)Nc1cccc(-c2nnc(SCC(=O)c3ccccc3)n2C)c1	-3.0%	1.9%	7.8%	28.4%	-3.3%
COc1ccc(C(=O)Nn2c(C3CCC3)nc3ccccc3c2=O)c(OC)c1	2.5%	2.5%	-9.7%	-4.9%	7.7%
CCc1ccc(OCC(=O)Nc2ccc(N3CCN(C(=O)c4ccccc4)CC3)cc2)cc1	1.1%	1.4%	0.8%	18.3%	-6.5%
COc1ccccc1NS(=O)(=O)c1cc2c3c(c1)CCN3C(=O)CC2	5.0%	4.2%	-0.8%	-14.6%	0.0%
COc1cc(C)nc(NS(=O)(=O)c2ccc(C)cc2)n1	-4.1%	i	8.1%	12.9%	3.4%
CN(Cc1ccccc1)S(=O)(=O)c1cccs1	-14.5%	i	-0.3%	1.5%	-10.7%
COc1ccccc1N(CC(=O)NCCSCc1ccccc1)S(=O)(=O)c1ccc(C)cc1	-3.5%	?	4.5%	-0.5%	5.8%
COc1cc2c3c(c1OC)C1(C=CC(=O)C=C1)CC3N(C(=O)c1ccccc1)CC2 (centres undefined)	1.8%	0.9%	2.5%	3.7%	-1.2%
CC1CCN(C(=O)CSc2nnc(-c3cccs3)o2)CC1	10.8%	i	2.7%	?	1.0%
CCN1CCN(c2nc(Nc3ccccc3F)nc(N)c2[N+](=O)[O-])CC1	2.1%	i	7.7%	-5.7%	-0.5%
COc1ccc(NS(=O)(=O)c2cccc(C(=O)OCC(=O)c3c(N)n(C)c(=O)n(C)c3=O)c2)cc1	1.3%	9.0%	4.4%	46.5%	·
Cc1cc(Cl)cc(Br)c1OCCNCC(C)O (centres undefined)	-11.4%	1.1%	1.8%	5.3%	-6.2%
COc1ccc(C(=O)NC2CCCc3c2cnn3-c2cccc(C)c2C)o1 (centres undefined)	2.8%	>25µM*	15.2%	28.3%	13.7%
CC(=O)NC(Cc1cccc(C)c1)C(=O)NC1CCN(C(=O)c2ccc([N+](=O)[O-])cc2)CC1 (centres undefined)	2.5%	0.2%	-6.0%	-25.5%	-4.7%
O=C(NCc1ccccc1C(F)(F)F)C1CCC(=O)N(CCCc2ccccc2)C1 (centres undefined)	-2.4%	2.8%	-0.8%	16.0%	-5.5%
Cc1ccc(C(=O)OC(C)C(=O)Nc2ccc3c(c2)OCO3)c(O)c1 (centres undefined)	-16.1%	0.1%	-3.3%	-3.1%	·
O=C(CCS(=O)(=O)c1ccc(Cl)cc1)Nc1cccc(S(=O)(=O)N2CCCCCC2)c1	-10.6%	2.1%	·	·	·
c1ccc(-n2cc(CNCCc3cscn3)c(-c3ccc4c(c3)OCO4)n2)cc1	1.8%	1.1%	67.7%	28.1%	3.2%	inhibitors of VEEV 10K pilot screen=0.5
Cc1ccc(NC(=O)COc2ccc(Cl)cc2Cl)cc1S(=O)(=O)N1CCOCC1	6.5%	7.4%	·	·	·
More compounds
SMILES	H1N1 NS1A inhibition	inhibitors of VEEV	H37Rv inhibition	tuberculosis growth	Salmonella PhoP GFP	others
COc1ccc(CCNC(=O)c2nnc(CS(=O)(=O)c3ccccc3)o2)cc1OC	22.8%	1.6%	-4.9%	-7.7%	1.6%	inhibitors of VEEV 10K pilot screen=0.3
O=C(C1CCCO1)N1CCN(c2ccc(F)cc2)CC1 (centres undefined)	0.4%	1.4%	-7.0%	-11.6%	11.8%
COc1ccc(Cl)cc1NC(=O)Nc1cccc([N+](=O)[O-])c1C	-8.4%	5.2%	0.3%	19.5%	-5.9%
CCN1CCCC1CNC(=O)c1cc(OC)c(OC)c(OC)c1 (centres undefined)	2.8%	1.8%	-4.1%	-16.1%	-5.3%
Cc1cccc(-n2c(O)c(C=Nc3ccccc3N)c(=O)[nH]c2=O)c1	-0.2%	i	-0.8%	6.2%	-1.1%
CC[C@@]1(C(=O)OC)N[C@H](CN(C)S(=O)(=O)c2ccccc2)[C@@H]2C(=O)N(C)C(=O)[C@@H]21	-6.7%	0.3%	0.1%	-14.1%	·
O=C(CN(C(=O)c1csnn1)c1ccc(Cl)cc1)NCCc1ccccc1	1.0%	0.1%	-1.5%	-9.2%	2.1%
Cc1nn(-c2ccc(Cl)c(Cl)c2)c(C)c1C(=O)O	4.0%	0.9%	-3.7%	0.2%	2.1%
COc1cccc(-c2nn(-c3ccccc3)cc2C(=O)NCC(=O)O)c1	19.9%	0.2%	0.1%	-5.7%	-4.4%
O=C(Nc1c2c(nn1-c1cccc(Cl)c1)CS(=O)C2)c1ccc2c(c1)OCO2 (centres undefined)	-0.8%	7.0%	0.8%	-15.3%	-11.3%
COc1ccc(OC)c([N+](=O)[O-])c1C(N)=O	-2.8%	1.2%	3.8%	0.6%	3.1%
CCNC(=S)NNC(=O)Nc1ccccc1	-0.9%	1.4%	-4.5%	-5.0%	-13.0%
CCOC(=O)c1c(C)[nH]c(C(=O)Cn2c(=O)oc3ccccc32)c1C	-2.7%	0.7%	-2.1%	6.7%	-2.7%
Cc1ccc(C(C(=O)NCc2ccc(F)cc2)N(C(=O)c2csnn2)C2CC2)cc1 (centres undefined)	7.5%	0.5%	5.8%	8.3%	1.6%
O=C(Cc1cn(Cc2cccc(Cl)c2)c2ccccc12)N1CCCC1	-5.1%	i	9.1%	23.1%	7.3%	inhibitors of VEEV 10K pilot screen=0.0
Cc1cc(C(=O)N/N=C/C=C/c2ccccc2)n[nH]1	0.4%	2.3%	0.4%	-6.0%	1.5%
COc1ccc(N2CCN(C(=O)CCC(=O)N3CCOc4ccc(Cl)cc43)CC2)cc1	>100µM*	i	-0.1%	35.5%	-5.4%	inhibitors of VEEV 10K pilot screen=0.7
C#CCOC(=O)C[N+](C)(C)CC#Cc1ccccc1	-2.4%	0.4%	-3.8%	4.8%	-5.1%
Cc1ccc(N(CC(=O)Nc2ccc3c(c2)OCCO3)S(=O)(=O)c2c(C)noc2C)cc1	14.6%	0.3%	4.5%	2.1%	-14.5%
CCOC(=O)c1nnn(-c2nonc2N)c1-c1cccc2ccccc12	2.3%	5.1%	-3.7%	0.6%	16.6%
O=C(Nc1ccc(F)cc1F)C1CC(=O)N(Cc2ccccc2)C1 (centres undefined)	-0.4%	0.8%	-5.9%	-2.6%	·
CNC(=S)N1CCn2cccc2C1c1cc(OC)c(OC)c(OC)c1 (centres undefined)	1.8%	1.6%	1.4%	8.8%	-9.1%
COc1cccc(NC(=O)CSc2nc3c([nH]c4ccccc43)c(=O)n2C)c1	4.2%	3.1%	0.6%	1.8%	-20.8%
C=CCNCCCCOc1ccccc1	2.5%	i	3.5%	0.6%	-7.6%
COc1ccc(C(=O)Nc2nccs2)cc1OC	-0.5%	3.8%	4.5%	-0.3%	2.6%	inhibitors of VEEV 10K pilot screen=1.2
CCN(CC)C(=O)Cn1cc(C(=O)C(=O)N2CCCc3ccccc32)c2ccccc21	-1.5%	0.6%	-1.4%	·	5.4%
Cc1ccc(C)c(NC(=S)NCc2cccs2)c1	3.1%	0.1%	0.8%	22.4%	-1.7%
CCOC(=O)CNc1ncnc2nc[nH]c12	-1.6%	0.7%	-7.0%	·	·

Screening results from PubChem.
